High-throughput results (PubChem)
TSHR antag – human thyrotropin receptor antagonism; activity change, negative = inhibition, % at 11.5 µM; P16473; TSHR-expressing cells, TSH-stimulated cAMP HTRF, 2 h; active compounds read low; 330,000 tested, 0.2% active;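 active means activity change below a set negative limit, meaning inhibition stronger than a set level, cut at about -70% in these data; inconclusive means activity change between two set negative limits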; further: on the % scale 0 is the no-effect control and ±100 the full control effect
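Freshly harvested TSHR cells receive pin-tooled compound, then EC80 TSH at 4nM final. After 2 hours at 37 deg C, antibody in lysis buffer and cAMP-d2 are added; 30 minutes at ambient temperature precede the HTRF read.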
TCR activator – T cell receptor activation; 330,000 tested, under 10 active; Potency, µM (doses to about 9.22 µM), for the others: top-dose activation of IL-2 secretion, usual class: activators; primary human leukocytes, anti-CD3, IL-2 HTRF, 48 h; further: % of control where 0% means no effect
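HTRF read-out of IL-2 secretion: europium cryptate donor excited at 320nm, d2 acceptor emission at 665nm. Cells were primary human leukocytes incubated 48 hr with compounds and a-CD3 beads, supplying TCR signal only.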
FBPA coupling cs – counter-screen for Giardia aldolase inhibitors: coupling enzyme system; 290,000 tested, 0.67% active; coupling enzyme system counterscreen, AmpLite Red fluorescence; activity change, negative = inhibition, % at 58.2 µM, hits read low; in the data active means activity change below about -30%; further: on the % scale 0 is the no-effect control and ±100 the full control effect
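Activity here indicates interference with the coupling reaction, not aldolase inhibition. Compounds at 57.5 uM final met coupling enzymes for 10 min at RT; substrate and AmpLite Red detection followed, with a 525/598 nm fluorescence read after 20 min.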
A-T KAP1 phos – candidate therapy for ataxia-telangiectasia | […] A-T fibroblasts, KAP-1 phosphorylation AlphaLISA; neocarzinostatin DNA damage 30 min before lysis | Potency, µM (top dose mostly 57.5 µM), inactives show at the highest dose activation, actives largely listed as activators | 320,000 tested, 0.19% active; further: potency means the concentration at half of the fitted maximal effect; % of control where 0% means no effect; nearly all actives have a fitted effect of over 45% in size
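ATM-like activity read as KAP-1 phosphorylation via AlphaLISA donor/acceptor antibody pairs after lysis and 6 hr at 25C. Cells were ATM-null patient fibroblasts ([…], hTERT), dosed 60 min, then exposed to the DSB inducer NCS for 30 min.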
KCNH2 WT inh – blocks the wildtype human KCNH2 potassium channel | AID 720551 | Q12809 | 340,000 tested, 0.37% active | U2OS, BacMam KCNH2, thallium flux FluxOr; active compounds read low | activity change, % at 1.84 µM;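 active means maximum activity change below -70%; inconclusive means maximum activity change between -70% and -50%; inactive means maximum activity change above -50%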; further: on the % scale 0 is the no-effect control and ±100 the full control effect
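U2OS cells were transduced with wild-type KCNH2 virus (2.03 x 10^8 / mL) for 4 h at room temperature, then cultured overnight at 37 C. Thallium flux was read with FluxOr dye. Rate constants were normalized to DMSO controls.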
Chronic BCR inh – inhibitors of chronic active B-cell receptor signaling; ABC-DLBCL IkBa-CBG/CBR reporter, luminescence ratio, 4 h; 340,000 tested, 0.05% active; Potency, µM (titrated, usually from 46.1 µM), inactives show at the highest dose ratio change, negative = lower green/red ratio, actives largely listed as inhibitors; active means well fitted inhibition curve with a large enough effect in the signal ratio, with a control signal flat, not every such curve was filed as active; inconclusive means small, poorly fitted or top-dose-only effect, or effect the other way, or a change in a side signal; the % refers to the signal ratio;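 further: potency means the concentration at half of the fitted maximal effect; plate controls were basal doxycycline-induced cells for no effect and cells given 10 µM MG132 for full effect; MG132 reads +100%, hits lower the ratio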
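Concentration-response series (up to 46 uM) were applied to TMD8 dual-reporter cells for 4 h at 37C with doxycycline. Green/red ratio, after filter-overlap correction, defined %Activity; red signal alone was normalised to basal cells and zero luminescence.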
GALK inhibitor – inhibitors of human galactokinase. P51570. Purified GALK, Kinase-Glo residual ATP luminescence. Potency, µM (series often up to 57.5 µM), for the others: at the highest dose activity change, negative = inhibition, usual class: inhibitors. 270,000 tested, 0.007% active; further: potency means the concentration at half of the fitted maximal effect; on the % scale 0 is the no-effect control and ±100 the full control effect
Target sequence (P51570 whole entry, looked up): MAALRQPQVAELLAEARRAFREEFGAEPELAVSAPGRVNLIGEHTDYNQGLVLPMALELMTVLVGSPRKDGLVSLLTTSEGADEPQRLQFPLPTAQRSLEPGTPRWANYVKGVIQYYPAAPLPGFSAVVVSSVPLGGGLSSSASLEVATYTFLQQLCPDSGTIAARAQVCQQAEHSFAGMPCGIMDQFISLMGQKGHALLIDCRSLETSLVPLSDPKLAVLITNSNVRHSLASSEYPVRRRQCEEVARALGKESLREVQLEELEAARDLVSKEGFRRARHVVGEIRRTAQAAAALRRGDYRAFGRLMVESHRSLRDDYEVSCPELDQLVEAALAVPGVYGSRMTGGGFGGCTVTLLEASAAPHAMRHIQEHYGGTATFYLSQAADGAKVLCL
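Kinase-Glo Plus luminescence measured ATP left after a 1 h room-temperature reaction. The reaction used 5 nM GALK, 100 uM galactose and 35 uM ATP at pH 8.0 (20 mM HEPES, 5 mM MgCl2, 60 mM NaCl, 1 mM DTT, 0.01% BSA).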
Tb PFK block – inhibitors of T. brucei phosphofructokinase; T. brucei PFK, ADP-Glo luminescence; O15648; Potency, µM (titrated, usually from 57.5 µM), for inactives: at the highest dose activity, negative = inhibition, actives largely listed as inhibitors; 330,000 tested, 0.17% active; AID 485367;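 further: potency means the concentration at half of the fitted maximal effect; 0% = uninhibited 1x PFK enzyme wells and -100% = no-enzyme wells; nearly all actives have a fitted effect of over 60% in size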
Target sequence (O15648 whole entry, looked up): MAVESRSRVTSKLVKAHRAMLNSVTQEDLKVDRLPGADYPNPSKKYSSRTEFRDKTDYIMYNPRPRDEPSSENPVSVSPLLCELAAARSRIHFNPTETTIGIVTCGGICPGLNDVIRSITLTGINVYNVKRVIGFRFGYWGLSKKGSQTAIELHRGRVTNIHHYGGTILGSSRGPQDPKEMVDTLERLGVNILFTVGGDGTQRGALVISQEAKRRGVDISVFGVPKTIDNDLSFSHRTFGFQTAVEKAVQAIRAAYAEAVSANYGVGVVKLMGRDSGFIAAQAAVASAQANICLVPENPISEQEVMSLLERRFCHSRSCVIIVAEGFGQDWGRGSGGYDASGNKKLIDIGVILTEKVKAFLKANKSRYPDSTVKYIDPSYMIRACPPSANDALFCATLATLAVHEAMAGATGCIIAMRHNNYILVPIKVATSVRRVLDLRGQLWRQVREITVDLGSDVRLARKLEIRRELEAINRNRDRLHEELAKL
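ADP-Glo luminescence quantified ADP after 45 min at room temperature, with 1.25 nM T. brucei PFK, 0.1 mM ATP and 0.5 mM fructose-6-phosphate in pH 8.0 TEA buffer. qHTS titrations up to 57 µM; curves classified by quality.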
MLL CXXC-DNA inh – MLL CXXC-DNA interaction inhibition | Q03164 | MLL-CXXC / FITC-HOXA9 DNA fluorescence polarization | 290,000 tested, 0.037% active | Potency, µM (top dose mostly 115 µM), for inactives: at the highest dose activity change, negative = inhibition, hits mostly inhibitors; active means well fitted inhibition curve with a large enough effect in the polarisation, with a control signal flat, not every such curve was filed as active; inconclusive means small, poorly fitted or top-dose-only effect, or effect the other way, or a change in a side signal; inactive means no such curve, though single readings can be large or run the other way; the % refers to the polarisation; further: potency means the concentration at half of the fitted maximal effect
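Fluorescence polarization: 7 uM MLL-CXXC (stock) preincubated 5 min with compounds, then 50 nM fluorescein-HOX-A9 DNA (stock) added; 30 min ambient. Buffer 50 mM Tris-HCl pH 7.5, 50 mM NaCl, 1 mM DTT, 0.05% BSA.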
Giardia killer – Giardia lamblia killing; AID 540267; 340,000 tested, 0.15% active; activity change, % at 7.66 µM, hits read low; Giardia lamblia trophozoite viability; in the data active means activity change below about -80%; inconclusive means between about -30% and that limit;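 further: parasites exposed to compound for two days anaerobically before the ATP read; on the % scale 0 is the no-effect control and ±100 the full control effect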
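ATP-content bioluminescence gauges trophozoite survival. Cells (100/well) receive compound and incubate anaerobically for 48 hrs at 37 deg C; detection reagent follows for 15-30 min at room temperature.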
The depositor's hits bear a star; ? = inconclusive; · = no result given; [ ] = another dose, or the depositor's remark. Unless noted, the call rests on the fitted dose curve; in most records, active means well fitted curve in the direction sought with a large enough effect; inconclusive means small, poorly fitted or top-dose-only effect, or another doubt; inactive means no such curve, though single readings can be large; an effect the other way counts as inactive or inconclusive.

The line under a structure holds: TCR activator, Chronic BCR inh, MLL CXXC-DNA inh, TSHR antag, KCNH2 WT inh, A-T KAP1 phos, FBPA coupling cs, Tb PFK block, Giardia killer, GALK inhibitor
> CCN(CC(=O)Nc1ccc(OC)cc1)C(=O)c1cc([N+](=O)[O-])ccc1N1CCOCC1
→ -1%, ?, ·, -2, -16, 3%, ·, 9%, -6, ·
> O=C1OC2(CCCCC2)OC(=O)C1=CNc1nc2ccccc2s1
→ 0%, -6%, -8%, 14, -12, ·, 7, 1%, -5, 3%
> CCC1=NN(C(=O)COc2ccccc2C)C(O)(c2ccncc2)C1 (configuration not stated)
→ 2%, -2%, 2%, -10, -2, 10%, -3, ?, 4, 0%
> COc1ccc(-c2nc(C(=O)NCC3CCCO3)cc3c2[nH]c2ccccc23)cc1 (configuration not stated)
→ 2%, ?, 23%, -14, 1, -2%, -5, 1%, 10, ·
> COc1ccc(CCN(C)C2CCCN(C(=O)Cn3cnnn3)C2)cc1OC (configuration not stated)
→ 8%, 2%, 11%, 24, -6, 3%, 2, 11%, 2, -7%
> Cc1nc(NC(=O)C(C)Oc2cccc(Cl)c2)sc1C(=O)N(C)C (configuration not stated)
→ -1%[46.1 µM], ?, 3%, -1, -21, 1%, 0, -10%, -12, 2%
> Cc1cccc(/C=N/Nc2nncc3ccccc23)c1
→ 0%, ?, 2%, 11, 2, 1%, 1, -6%, -23, 11%
> O=C(c1ccc([N+](=O)[O-])cc1)N1CCC(Cc2ccccc2)CC1
→ 1%, 18%, 3%, -5, 17, 3%, -1, -3%, 9, 12%
> COc1cc(/C=C2/NC(=O)N(CC(=O)Nc3ccc(C)cc3)C2=O)ccc1Oc1ccc([N+](=O)[O-])cn1
→ 8%, 2%, -6%, 3, 9, -1%, 1, -1%, -4, 3%
> Cc1cccc(NC(=O)c2cnc3ccccn3c2=O)c1
→ -5%, 11%, 1%, 2, 3, 5%, 2, 0%, ?, 1%
> Cn1c(/C(C#N)=C(\O)c2cc(Cl)sc2Cl)nc2ccccc21
→ -2%, 0%, -1%, 7, -4, 4%, ·, 1%, 1, -5%
> COc1cc(NC(=S)NCCCN2CCOCC2)cc(OC)c1
→ -2%[46.1 µM], 1%, 16%, -6, 1, 4%, 2, -1%, -29, 0%
> NNC(=O)c1ccc(N2CCCCCC2)c([N+](=O)[O-])c1
→ 10%, ?, 11%, -10, 0, -6%, 4, -3%, ?, 11%
> CCN(CC)c1ccc(N2C(=O)C3CCCCC3C2=O)cc1[N+](=O)[O-] (configuration not stated)
→ -2%, 5%, 2%, 0, 4, -3%, 0, 3%, -14, 1%
> COc1ccc([C@H]2CC(=O)C=C(c3ccc(Cl)c(C(F)(F)F)c3)C2)cc1
→ 7%, 3%, ·, 1, 5, 3%, ·, 0%, 7, ·
> COc1ccc(N2CCN(c3ccc(C(=O)O)cc3[N+](=O)[O-])CC2)cc1
→ -1%, ?, -11%, -4, 1, -9%, 3, -2%, 5, 2%
> COc1ccccc1NS(=O)(=O)c1cccc(NC(=O)NC2CCCCC2)c1
→ -3%[46.1 µM], -1%, 0%, -14, -9, -3%, -1, -3%, -16, 0%
> CCOc1ccc(/C(O)=C2/C(=O)C(=O)N(CCN(CC)CC)C2c2ccco2)cc1 (configuration not stated)
→ 2%[46.1 µM], 1%, 6%, 10, 7, -1%, 1, 6%, 11, -4%
> Cc1ccc(OCc2nc(C#N)c(NCc3ccc4c(c3)OCO4)o2)cc1
→ 4%, ?, -6%, -11, 9, -2%, 12, 2%, -28, 0%
> O=c1[nH]c(NNC(=S)NCc2ccccc2)nc2c1C1(CCCCC1)Cc1ccccc1-2
→ -3%[46.1 µM], ?, 0%, 3, ·, 3%, -1, 0%, 0, -4%

Reformatted in markdown: entries from further up
| Structure | TCR activator | Chronic BCR inh | MLL CXXC-DNA inh | TSHR antag | KCNH2 WT inh | A-T KAP1 phos | FBPA coupling cs | Tb PFK block | Giardia killer | GALK inhibitor |
| --- | --- | --- | --- | --- | --- | --- | --- | --- | --- | --- |
| CCN(CC(=O)Nc1ccc(OC)cc1)C(=O)c1cc([N+](=O)[O-])ccc1N1CCOCC1 | -1% | ? | · | -2 | -16 | 3% | · | 9% | -6 | · |
| NNC(=O)c1ccc(N2CCCCCC2)c([N+](=O)[O-])c1 | 10% | ? | 11% | -10 | 0 | -6% | 4 | -3% | ? | 11% |

Going on with the list:
The line under a structure holds: TCR activator, Chronic BCR inh, MLL CXXC-DNA inh, TSHR antag, KCNH2 WT inh, A-T KAP1 phos, FBPA coupling cs, Tb PFK block, Giardia killer, GALK inhibitor
> COc1ccccc1-c1cc(C(F)(F)F)n2ncc(S(=O)(=O)c3ccccc3)c2n1
→ -1%, ?, 17%, 12, 13, 0%, -1, 1%, 25, 3%
> N#CCSc1nc(-c2ccccc2)c2cc(Cl)ccc2n1
→ -5%[46.1 µM], -2%, 1%, -4, 6, -1%, 5, 0%, ?, ·
> O=C(CCn1cnc2ccccc21)N/N=C/C=C/c1ccccc1
→ 0%, -6%, -3%, 0, -1, 7%, 0, 0%, -6, -2%
> CCOC(=O)CCSc1nc(C)c2cc(C)c(C)cc2n1
→ -2%[46.1 µM], ?, 27%, 6, -2, ·, -2, -5%, -11, -2%
> CCCCCOCC1CC(C/C(C)=N/NC(N)=S)C(=O)O1 (configuration not stated)
→ 0%[46.1 µM], ?, -1%, 0, 4, 4%, -2, 3%, 13, 1%
> COc1ccc(C(=O)c2ccccc2Cl)cc1
→ 5%, -1%, ?, 0, -2, 7%, -1, 3%, 6, 0%
> O=C(CCCc1ccccc1)Nc1ccc(S(=O)(=O)N2CCOCC2)cc1
→ 5%, -9%, -1%, 1, 10, -4%, 0, -8%, 4, -3%
> Cc1ccc(C)c(C(=O)n2cnnc2N)c1
→ 2%, 2%, 8%, -4, -9, 4%, -1, -11%, 2, 0%
> O=C(/C=C/c1ccc(F)cc1)N1CCc2ccccc2C1
→ -6%, ?, ·, -38, 7, 2%, ·, 1%, 8, ·
> Cc1c(NC(=O)c2ccc(NS(=O)(=O)c3ccccc3)cc2)c(=O)n(-c2ccccc2)n1C
→ 0%, 5%, -8%, -4, -4, -10%, 1, -5%, -1, 6%
> CC(C)(CC(=O)O)CC(=O)NCc1c(Cl)cccc1Oc1ccccc1
→ 1%, 0%, -13%, 3, 4, -6%, 7, 0%, -9, 2%
> COc1ccc(-c2nc(C#N)c(NC(C)c3ccccc3)o2)cc1OC (configuration not stated)
→ 3%, ?, -4%, 14, -2, -3%, 4, -3%, 5, 0%
> CNC(=O)c1csc(-c2ccncc2)n1
→ 12%, 7%, -7%, 3, -2, -1%, 1, -4%, 0, 0%
> CSc1ccc(C(=O)C2CCCN(C(=O)c3cccnc3SC)C2)cc1 (configuration not stated)
→ -9%, ?, 5%, -12, 14, -1%, 0, 0%, -2, -3%
> Cc1ccc(S(=O)(=O)N2CCC(=O)N(CCOCc3ccc(Cl)cc3)CC2)cc1
→ 2%, -14%, -2%, 6, 4, -6%, 3, -3%, 1, ·
> N#Cc1ccccc1NC(=O)COC(=O)c1cccs1
→ -3%[46.1 µM], 1%, ·, 11, -6, 5%, ·, 3%, -24, ·
> O=C(NC(N1CCOCC1)C(Cl)(Cl)Cl)c1ccc(F)cc1 (configuration not stated)
→ -1%, -4%, 5%, -3, -6, 1%, -1, -1%, 15, 4%
> Cc1ccccc1NC(=O)N1CCCN(c2ccc(C#N)cn2)CC1
→ 0%, -4%, 3%, 2, 13, 0%, 2, 2%, -12, 10%
> CS(=O)(=O)N(CC(=O)N/N=C/c1ccco1)c1ccccc1Br
→ 8%[46.1 µM], 0%, -3%, 12, 0, 2%, 0, 1%, -4, 0%
> Cc1ccccc1CN1C2=NCCN2c2ccccc21
→ 7%, 21%, 9%, 2, 38, 7%, 0, 0%, -9, -6%

Among those listed so far, these have a CF3 group:
The line under a structure holds: TCR activator, Chronic BCR inh, MLL CXXC-DNA inh, TSHR antag, KCNH2 WT inh, A-T KAP1 phos, FBPA coupling cs, Tb PFK block, Giardia killer, GALK inhibitor
> COc1ccc([C@H]2CC(=O)C=C(c3ccc(Cl)c(C(F)(F)F)c3)C2)cc1
→ 7%, 3%, ·, 1, 5, 3%, ·, 0%, 7, ·
> COc1ccccc1-c1cc(C(F)(F)F)n2ncc(S(=O)(=O)c3ccccc3)c2n1
→ -1%, ?, 17%, 12, 13, 0%, -1, 1%, 25, 3%

Not a hit list; about 1.6% have a hit in one of these screens.
